Screening results: PubChem BioAssay, National Center for Advancing Translational Sciences (NCATS)
A549 viability: Nrf2 qHTS screen for inhibitors: counterscreen for cytotoxicity; AID 504648, 2011; 390,000 compounds, 0.16% hits; Potency, µM (top dose mostly 46 µM), for the others: at the highest dose activity change, negative = cytotoxicity, hits mostly inhibitors; A549 ARE-Fluc cells, CellTiter-Fluor viability, 18-24 h; further: potency means the concentration at half of the fitted maximal effect; on the % scale 0 is the no-effect control and ±100 the full control effect
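A549 ARE-Fluc cells in 5% FBS OPTI-MEM, 5000 cells/well, rested 2 h then exposed to compounds in concentration-response for 18-24 h at 37 °C. Viability by CellTiter-Fluor fluorescence (Ex 405/Em 525) after 30 min; luciferase luminescence (BugLite, 15 min, RT) read afterwards.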
CCT chaperon mod: High-Throughput Screening for Modulators of Cytosolic Chaperonin Activity. activity change, % (test concentration not listed), hits read low. 360,000 compounds, 0.3% hits. purified chaperonin ATPase assay, HTRF ADP detection, 30 min; in the data active means activity change below about -30%; further: on the % scale 0 is the no-effect control and ±100 the full control effect
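TRiC at 40 or 20 nM final (batch-dependent) in 30 mM Tris pH 7.4, 100 mM KCl, 5 mM MgCl2, 1 mM DTT, with compound at single 76 uM and 10 uM ATP, 30 min at 37 deg C. ADP detected by HTRF Transcreener, 665/615 ratio.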
TGFb SMAD3 inh: qHTS for Inhibitors of TGF-b; AID 588855, 2011; Potency, µM (highest dose often 46.1 µM), for the others: at the highest dose activity, negative = inhibition, most hits filed as inhibitors; 410,000 compounds, 1.2% hits; HepG2 CAGA-GFP TGF-b/SMAD3 reporter, GFP fluorescence, 18 h; TGF-beta stimulated, 500 pg/mL final; further: potency means the concentration at half of the fitted maximal effect; on the % scale 0 is the no-effect control and ±100 the full control effect; nearly all actives have a fitted effect of over 65% in size
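GFP signal (ex488/em500-530) from TGF-beta-stimulated HEPG2 CAGA-GFP cells, 500 pg/mL final, 18 h at 37 degrees C in DMEM plus 1% FBS, normalized to unstimulated and DMSO-stimulated controls.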
Nrf2 activator: qHTS of Nrf2 Activators | 410,000 compounds, 0.31% hits | AID 624171, 2012 | Potency, µM (highest dose often 46.1 µM), for inactives: at the top dose activation, usual class: activators | AREc32 ARE-luciferase reporter (MCF7-derived line), luminescence, 24 h; further: potency means the concentration at half of the fitted maximal effect; % of control where 0% means no effect; nearly all actives have a fitted effect of over 65% in size
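Steps: seed AREc32_Fluc cells (1000/well, 5% FBS OPTI-MEM); incubate overnight at 37 deg C; add 23 nL compound; incubate 24 hr; add Steady-Glo; hold 30 min RT; read luminescence.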
Abeta yeast res: qHTS for compounds that reverse cellular toxicity of Amyloid beta (A-beta) peptide in yeast: Primary Screen; yeast expressing A-beta42, growth rescue, OD600, 48 h; response scale: 0% DMSO, 100% iron-clioquinol control; Potency, µM (titrated, usually from 46.1 µM), for inactives: at the top dose growth rescue, hits mostly activators; 410,000 compounds, 0.063% hits; further: potency means the concentration at half of the fitted maximal effect; nearly all actives have a fitted effect of over 55% in size
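Yeast growth medium received pinned compounds, then yeast cells expressing toxic A-beta were added; plates incubated at 30 C for 48 hr. Growth read as absorbance at 600 nm, normalized to DMSO and equimolar FeCl3 plus clioquinol controls.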
pAkt inh: HTS Assay for Inhibitors of Akt Phophorylation: Primary Screen; Neuro2A IGF-stimulated pAkt S473 HTRF, 20 min; active compounds read low; activity change, % for hits at 50 µM; 360,000 compounds, 0.32% hits; AID 651550, 2012; in the data active means activity change below about -80%; inconclusive means mostly about -51% to -80%; further: on the % scale 0 is the no-effect control and ±100 the full control effect
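Single-point screen (50 µM final compound) in Neuro2A cells stimulated 20 min with 6 nM IGF at 37 deg C. After lysis, Ser473-phosphorylated Akt read by HTRF (ex 330 nm, em 615/665 nm) as the 665/615 ratio.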
MmCpn inh: Inhibitors of TCP-1 ring complex (TRiC) of Methanococcus maripaludis (MmCpn): qHTS | AID 504842, 2011 | purified Mm-Cpn ATPase, ADP Transcreener TR-FRET | Chaperonin Mm-Cpn (Methanococcus maripaludis) | 330,000 compounds, 0.031% hits | Potency, µM (top dose mostly 76.9 µM), without a hit: at the top dose activity, negative = inhibition, hits mostly inhibitors; further: potency means the concentration at half of the fitted maximal effect; on the % scale 0 is the no-effect control and ±100 the full control effect; nearly all actives have a fitted effect of over 80% in size
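Inhibition of chaperonin ATP hydrolysis is measured as reduced ADP production, detected by competitive TR-FRET in which signal falls with ADP. Final enzyme 25 nM and ATP 10 uM, reacted 30 min at 37°C.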
Nrf2 block: Nrf2 qHTS screen for inhibitors. AID 504444, 2011. 360,000 compounds, 2.1% hits. A549 ARE-Fluc reporter, luciferase luminescence, 18-24 h. Potency, µM (doses to about 46 µM), for the others: at the top dose activity change, negative = inhibition, usual class: inhibitors; further: potency means the concentration at half of the fitted maximal effect; on the % scale 0 is the no-effect control and ±100 the full control effect; nearly all actives have a fitted effect of over 60% in size
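Concentration-response testing used A549 ARE_Fluc cells at 5000 cells/well. Following an 18-24 h compound incubation, viability was read by fluorescence (Ex 405/Em 525) and luciferase output by luminescence.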
HepG2 tox: qHTS for Inhibitors of TGF-b: Cytotox Counterscreen. Potency, µM (top dose mostly 46.1 µM), for inactives: at the top dose activity change, negative = cytotoxicity, actives largely listed as cytotoxic. HepG2 CAGA-GFP viability, ATP luminescence, 18 h. 410,000 compounds, 0.76% hits; further: potency means the concentration at half of the fitted maximal effect; some results filed as inactive show a strong effect at the top dose
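HepG2 CAGA-GFP cells (1000/well, DMEM with 1% FBS) received compound, then TGF-beta at 500 pg/mL final, and were incubated 18 hours at 37 degrees C. Viability was read by CellTiter-Glo luminescence. Media-only wells were set as complete cell-killing and DMSO as no toxicity.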
An asterisk follows results filed as active; i = inactive; ? = inconclusive; / = no result given; [ ] = another dose, or the depositor's remark. Unless noted, the call rests on the fitted dose curve; in most records, active means well fitted curve in the direction sought with a large enough effect; inconclusive means small, poorly fitted or top-dose-only effect, or another doubt; inactive means no such curve, though single readings can be large; an effect the other way counts as inactive or inconclusive.

SMILES | A549 viability | CCT chaperon mod | TGFb SMAD3 inh | Nrf2 activator | Abeta yeast res | pAkt inh | MmCpn inh | Nrf2 block | HepG2 tox
O=C(CCS(=O)(=O)c1cccc2nonc12)N1CCOCC1 | -3% | 0.5 | 0% | 0.1% | -9% | i | -1% | 14% | 4%
Cc1nnc(C)n1/N=C/c1c(O)ccc2ccccc12 | -1% | -1.5 | -6% | 1.1% | 0% | i | -4% | 5% | -4%
COc1cccc(/C=C/C(=O)OCC(=O)Nc2nnc(-c3ccccc3)o2)c1 | 0% | 0.6 | -4% | 3.5% | ? | i | 0% | -3% | -9%
CN(C)CCN1CCN(C2CN(Cc3cn(Cc4cccc(C(F)(F)F)c4)nn3)S(=O)(=O)C2)CC1 (stereo not given) | / | 2.1 | / | 0.0% | -3% | i | / | / | /
O=C(CN1C(=O)COc2ccc(S(=O)(=O)Nc3ccccc3)cc21)NCc1ccccc1Cl | -15% | / | -22% | 3.8% | -8% | / | / | 15% | -19%
CC1CCN(C(=S)c2ccc(O)cc2)CC1 | -4% | -2.3 | 7% | 0.6% | 17% | i | -2% | -8% | -14%
O=S(=O)(Nc1nc2ccc(S(=O)(=O)N3CCCCC3)cc2s1)c1ccccc1 | 10% | 0.7 | ? | 0.0% | 6% | i | 1% | 2% | -14%
COc1ccc2ccccc2c1/C=N/Nc1ccc(Cl)c(C(=O)O)c1 | 0% | 0.3 | -15% | 2.1% | 24% | i | -5% | 18% | -4%
FC(F)(F)Oc1ccccc1-c1nnc(-c2cccc(C(F)(F)F)c2)o1 | 1% | -0.6 | -13% | ? | 2% | i | 1% | 2% | -28%
Cc1ccc(NC(=O)c2ccccc2CCc2ccccc2)c(C)c1 | -17% | -0.2 | -18% | -0.7% | 2% | i | 0% | ? | -30%
CC(C)c1ccc(NC(=O)CCCN2C(=S)NC(C)(C)CC2C)cc1 (stereo not given) | 0% | 0.1 | -5% | 0.0% | ? | i | 2% | 1% | -29%
N#Cc1cccc(NC(=O)CN2CCN(Cc3ccccc3)CC2)c1 | 2% | 0.0 | 0% | -0.4% | 1% | i | 3% | 6% | -3%
CCOc1ccccc1/C=C\c1nc(O)c([N+](=O)[O-])c(=O)[nH]1 | -25% | 0.9 | -1% | 0.4% | -3% | i | 0% | -8% | 18%
CC(NC(=S)Nc1ccc(Cl)cc1Cl)C(c1cccs1)N1CCCC1 (stereo not given) | ? | 0.8 | -22% | -0.1% | 1% | i | 4% | -30% | -1%
Cc1nn(C)c(Sc2ccccn2)c1[N+](=O)[O-] | 0% | 1.8 | -14% | ? | 3% | i | -8% | -2% | -12%
CCOc1ccc(NC(=O)CSc2nnc(-c3ccccc3Cl)n2Cc2ccco2)cc1 | -7% | -0.4 | -18% | 3.9% | 2% | i | -1% | / | 10%
Cc1c(NC(=O)CCc2ccccc2)cccc1[N+](=O)[O-] | 2% | -2.0 | 2% | 0.1% | 13% | i | -4% | -3% | 9%
Cc1ccc(NS(=O)(=O)c2ccc(NC(=O)c3ccc(Br)o3)cc2)c(C)c1 | -2% | -2.3 | ? | 2.0% | -9% | i | 0% | ? | -10%
CCCCn1c(=O)c2oc3ccccc3c2n(Cc2ccc(C)cc2)c1=O | 9% | / | -6% | 1.0% | -13% | / | / | ? | -1%
COc1ccc(Cn2c(=O)[nH]c3cc(C(=O)N4CCN(Cc5ccccc5)CC4)ccc3c2=O)cc1 | -20% | -2.8 | -15% | -1.0% | -1% | i | -11% | 23µM* | -10%

Three compounds from above, arranged by number of heavy atoms, smallest number first:
SMILES | A549 viability | CCT chaperon mod | TGFb SMAD3 inh | Nrf2 activator | Abeta yeast res | pAkt inh | MmCpn inh | Nrf2 block | HepG2 tox
Cc1ccc(NS(=O)(=O)c2ccc(NC(=O)c3ccc(Br)o3)cc2)c(C)c1 | -2% | -2.3 | ? | 2.0% | -9% | i | 0% | ? | -10%
O=S(=O)(Nc1nc2ccc(S(=O)(=O)N3CCCCC3)cc2s1)c1ccccc1 | 10% | 0.7 | ? | 0.0% | 6% | i | 1% | 2% | -14%
CN(C)CCN1CCN(C2CN(Cc3cn(Cc4cccc(C(F)(F)F)c4)nn3)S(=O)(=O)C2)CC1 (stereo not given) | / | 2.1 | / | 0.0% | -3% | i | / | / | /

The list goes on.
SMILES | A549 viability | CCT chaperon mod | TGFb SMAD3 inh | Nrf2 activator | Abeta yeast res | pAkt inh | MmCpn inh | Nrf2 block | HepG2 tox
COc1ccccc1-n1c(SCC(=O)NCc2ccc3c(c2)OCO3)nc2cc([N+](=O)[O-])ccc21 | -16% | 2.4 | 3% | -0.1% | 0% | i | -5% | ? | 6%
O=C1NC(=S)SC1=Cc1ccc(F)cc1 | -22% | -3.6 | ? | 2.6% | -73%[inhibitor] | i | / | 4% | -24%
NC(=O)c1ccccc1NC(=O)COC(=O)C1(c2ccccc2)CC1 | 9% | -3.0 | -9% | 0.7% | -13% | i | 1% | -3% | -11%
Cc1ccc2c(c1)nnn2C1CCN(C(=O)Nc2ccccc2C)CC1 | -8% | -2.0 | -1% | -0.1% | -6% | i | -1% | -10% | 5%
COCc1c(C(=O)OCc2nc3ccsc3c(=O)[nH]2)oc2ccccc12 | 3% | 2.8 | -10% | 6.2% | -4% | i | 1% | 9% | 10%
COc1cc(NC(=O)Nc2nnc(N3CCCCC3)s2)cc(OC)c1 | -2% | / | 0% | 1.1% | -11% | / | / | -13% | -49%
O=C(Nc1ccc(OC(F)(F)F)cc1)c1cc2c(=O)n3ccccc3nc2s1 | 1% | / | -14% | 0.2% | -13% | / | / | 3% | -15%
COCCOC(=O)c1c(C)oc2ccc(O)c(CN3CCC(C)CC3)c12 (tested in a mixture with another compound) | -13% | -1.9 | -2% | 0.6% | 3% | i | / | 0% | -19%
CCC(C)c1ccc(OCCN2CCCC2)cc1 (stereo not given) | 1% | -0.8 | 14% | -0.8% | -8% | i | 0% | 15% | -17%
O=C(Cn1c(=O)c2cccn2c2cccnc21)N1CCN(c2ccc(Cl)cc2)CC1 | 7% | -1.8 | -21% | 4.0% | -4% | i | 2% | -23% | -34%
CCOC(=O)C(CC)Sc1c(CC)cnc2c1c(=O)n(C)c(=O)n2C (stereo not given) | 0% | / | -2% | 23% | -11% | / | / | / | 1%
O=[N+]([O-])c1ccc(N2N=C(c3ccco3)CC2c2ccccc2)cc1 (stereo not given) | ? | -2.3 | -2% | 13% | -23% | i | 0% | -23% | -1%
Cc1ccc(C#CC[N+]2(C)CCCCC2)cc1 | 2% | -1.8 | 0% | -0.1% | -4% | i | 3% | ? | -29%
O=C(Cc1ccc(Br)cc1)N1CCc2ccccc2C1 | 1% | -0.8 | -21% | 4.7% | -23% | i | 1% | ? | -29%
COC[C@@H]1CCCN1c1ccc2c(c1)O[C@@H](COCc1ccccc1)CN([C@@H](C)c1ccccc1)S2(=O)=O | / | -1.5 | / | 0.2% | 2% | i | / | / | /
O=C(NNC(=S)Nc1ccccc1)c1cccc(S(=O)(=O)N2CCOCC2)c1 | 1% | -3.5 | -8% | -0.1% | 2% | i | 1% | 5% | -3%
CCOC(=O)c1ccc(NC(=O)CC2C(=O)N(c3cccc(OC)c3)C(=O)N2C2CCCCC2)cc1 (stereo not given) | -16% | / | -43% | 5.6% | -31% | / | / | -29% | -30%
COc1ccc(-c2nc(CS(=O)CC(=O)NC3CCCC(C)C3C)c(C)o2)cc1OC (stereo not given) | 1% | 0.6 | 6% | 0.2% | -4% | i | -2% | -4% | 3%
CCc1ccc(C(=O)Nc2ccc3nn(-c4ccc(C)c(Cl)c4)nc3c2)cc1 | 3% | / | 1% | 0.4% | -12% | / | / | 29% | -10%
Cc1ccc(C(=O)NC2CCCc3ccccc32)o1 (stereo not given) | -2% | 2.0 | -28% | 0.0% | -3% | i | 3% | -1% | 0%
CCOc1ccc(OCC)c(NC(=O)CCn2cccc2)c1 | -5% | -1.5 | -15% | -0.8% | -3% | / | 1% | 32% | -2%
COCCN1C(=O)C(=O)/C(=C(/O)c2cccc(OC)c2)C1c1ccncc1 (stereo not given) | -11% | -4.3 | -12% | -0.6% | -15% | i | 1% | -23% | 1%
COc1ccc(CNC(=O)CN2C(=O)CCn3nc(-c4ccccc4)cc32)c(OC)c1 | 2% | / | ? | 0.6% | -9% | / | / | 14% | 1%

A second format for 3 compounds above.
Second line of a record – A549 viability | CCT chaperon mod | TGFb SMAD3 inh | Nrf2 activator | Abeta yeast res | pAkt inh | MmCpn inh | Nrf2 block | HepG2 tox
> COc1ccc2ccccc2c1/C=N/Nc1ccc(Cl)c(C(=O)O)c1
 : 0% | 0.3 | -15% | 2.1% | 24% | i | -5% | 18% | -4%
> NC(=O)c1ccccc1NC(=O)COC(=O)C1(c2ccccc2)CC1
 : 9% | -3.0 | -9% | 0.7% | -13% | i | 1% | -3% | -11%
> CCOC(=O)C(CC)Sc1c(CC)cnc2c1c(=O)n(C)c(=O)n2C (stereo not given)
 : 0% | / | -2% | 23% | -11% | / | / | / | 1%
